KAT2A inh: qHTS Assay for Inhibitors of GCN5L2; Potency, µM (series often up to 58.9 µM), inactives show at the highest dose activity change, negative = inhibition, actives largely listed as inhibitors; GCN5L2 HAT assay, ThioGlo1 CoA-SH fluorescence; AID 504327, 2011; Histone acetyltransferase KAT2A (Homo sapiens), Q92830; 0.21% of 390,000 active
Target sequence (Q92830 whole entry, looked up): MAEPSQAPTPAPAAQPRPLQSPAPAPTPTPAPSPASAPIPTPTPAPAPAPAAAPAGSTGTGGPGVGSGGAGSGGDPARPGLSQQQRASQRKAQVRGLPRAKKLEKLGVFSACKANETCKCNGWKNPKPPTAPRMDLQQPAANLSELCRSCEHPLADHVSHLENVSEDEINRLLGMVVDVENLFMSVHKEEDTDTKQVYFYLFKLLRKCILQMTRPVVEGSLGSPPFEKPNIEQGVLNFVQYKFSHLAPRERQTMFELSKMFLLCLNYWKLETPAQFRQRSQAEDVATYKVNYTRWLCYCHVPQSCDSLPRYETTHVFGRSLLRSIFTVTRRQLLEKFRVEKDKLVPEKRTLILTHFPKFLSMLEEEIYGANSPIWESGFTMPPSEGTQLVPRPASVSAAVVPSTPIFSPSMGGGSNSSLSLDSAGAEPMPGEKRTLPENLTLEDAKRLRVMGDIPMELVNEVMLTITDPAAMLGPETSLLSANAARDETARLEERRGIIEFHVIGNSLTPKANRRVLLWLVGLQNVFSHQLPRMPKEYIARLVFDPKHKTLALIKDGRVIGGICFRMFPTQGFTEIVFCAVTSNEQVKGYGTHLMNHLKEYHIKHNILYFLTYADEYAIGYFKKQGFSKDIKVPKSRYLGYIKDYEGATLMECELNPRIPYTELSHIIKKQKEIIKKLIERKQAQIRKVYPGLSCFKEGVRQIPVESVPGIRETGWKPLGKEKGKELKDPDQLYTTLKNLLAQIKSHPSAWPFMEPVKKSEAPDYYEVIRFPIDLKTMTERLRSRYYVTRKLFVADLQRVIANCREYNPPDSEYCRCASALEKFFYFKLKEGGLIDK
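GCN5L2 (20 nM) in 50mM HEPES pH 7.5, 0.1mM EDTA, 0.01% Tween-20 preincubated 15 min with compounds at room temperature. Reaction started with H3(1-25) 75uM, acetyl-CoA 70uM, ThioGlo1 50uM; CoA-thiol fluorescence (Ex340/Em540) read at 0 and 20 min.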
FEN1 inh: qHTS Assay for the Inhibitors of Human Flap endonuclease 1 (FEN1); P39748; Recombinant FEN1 flap cleavage, fluorescence, 15 min; Potency, µM (titrated, usually from 114 µM), for the others: at the top dose activity change, negative = inhibition, usual class: inhibitors; 0.35% of 390,000 active; AID 588795, 2011; further: nearly all actives have a fitted effect of over 65% in size
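FEN1 at 10 nM preincubated with compounds 15 min at room temperature, then flap DNA substrate added at 50 nM final. Signal read at 0 and 15 min; concentration-response fitted with four-parameter Hill equation.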
N370S GC: qHTS Assay for Inhibitors and Activators of N370S glucocerebrosidase as a Potential Chaperone Treatment of Gaucher Disease; Potency, µM (series often up to 59.4 µM), inactives show at the top dose activity change, negative = inhibition, hits mostly inhibitors; Lysosomal acid glucosylceramidase (Homo sapiens), P04062; 0.092% of 330,000 active; N370S GC spleen homogenate, 4MU-glucoside fluorescence;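 further: 0% = full enzyme activity and -100% = no enzyme basal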
* marks the source's active call; other numbers are inactive results; ? = inconclusive; . = no result given; [ ] = dose if it differs, or a comment. The call rests on the fitted dose curve; in most records, active means well fitted curve in the direction sought with a large enough effect; inconclusive means small, poorly fitted or top-dose-only effect, or another doubt; inactive means no such curve, though single readings can be large; an effect the other way counts as inactive or inconclusive. Unless noted, on the % scale 0 is the no-effect control and ±100 the full control effect; potency means the concentration at half of the fitted maximal effect.

| Molecule | KAT2A inh | FEN1 inh | N370S GC |
| --- | --- | --- | --- |
| COc1cc2c(cc1OC)-c1cc(Nc3ccc(N(C)C)cc3)nc(=O)n1CC2 | -7% | ? | -6% |
| O=C(N/N=C/c1ccc(O)cc1)NC12CC3CC(CC(C3)C1)C2 | -5% | -12% | ? |
| O=C(CCCO)N/N=C/c1ccccc1[N+](=O)[O-] | -3% | -3% | 6% |
| CCOC(=O)C(NC(=O)CC)(Nc1sc(C)c(CC)c1C#N)C(F)(F)F (stereo not drawn) | -8% | 1% | -1% |
| CC(C)c1ccccc1NC(=O)c1cnccn1 | -36% | 4% | 1% |
| CC(=O)Nc1ccc(S(=O)(=O)N[C@@H](C)C(=O)N2CCN(C/C=C/c3ccccc3)CC2)cc1 | 1% | 4% | . |
| Fc1cccc2ncnc(OCc3ccccc3)c12 | -8% | -4% | -13% |
| COc1ccc(/C(C)=N/N2C(C)CCCC2C)c(OC)c1 (stereo not drawn) | -18% | 5% | 2% |
| COc1ccc(CCNC(=O)c2ccc(N3CCCC3=O)cc2)cc1 | -1% | -12% | 15% |
| CN(Cc1ccccc1)Cc1c(O)ccc2ccccc12 | 3% | -5% | 9% |
| COCCOC(=O)C1=C(C)NC(=O)NC1c1c(Cl)nc2ccccn2c1=O (stereo not drawn) | -7% | -3% | -4% |
| CCC(=O)OCC(=O)[C@@]1(OC(=O)CC)[C@H](C)C[C@@H]2[C@@H]3[C@H]([C@@H](O)C[C@@]21C)[C@]1(C)C=CC(=O)C=C1C[C@@H]3Cl | 1%[21.4 µM] | . | -5%[21.6 µM] |
| CCN(CC(=O)NC1CCS(=O)(=O)C1)S(=O)(=O)c1ccc(F)cc1 (stereo not drawn) | -4% | -5% | 1% |
| OC(c1ccccc1)c1nccc2ccccc12 (stereo not drawn) | ? | 0% | 4% |
| CON(C)C(=O)C[C@@H]1C[C@H](OC(=O)c2ccc([N+](=O)[O-])cc2)CN1C(=O)OC(C)(C)C | -2% | -2% | . |
| Cc1c(NC(=O)c2ccco2)c(=O)n(-c2ccccc2)n1C | -19% | 25% | -9% |
| COc1ccc(S(=O)(=O)N(C)CC(=O)Nc2ccc3c(c2)OCO3)cc1 | -1% | 17% | 5% |
| CCCCn1c(NC(C)=O)c(C#N)c2nc3ccccc3nc21 | ? | -10% | 2% |
| CCOc1ccccc1NC(=O)CN1C(=O)COc2ccc(S(=O)(=O)N3CCCCCC3)cc21 | -9% | -7% | . |
| CC12CCC(C/C1=N/O)C2(C)CBr (stereo not drawn) | 0% | -5% | 2% |
| CCCCOc1ccc(CNn2c(C)nc3ccccc3c2=O)cc1 | -6% | 0% | 5% |
| CCN(CC(=O)Nc1c(F)cccc1F)C(=O)CCN1C(=O)C2CC=CCC2C1=O (stereo not drawn) | -3% | 0% | -9% |
| CC(=O)Nc1ccc(C)cc1-c1nc2ccccc2n(Cc2cccc(Br)c2)c1=O | -3% | 1% | . |
| O=C(c1ccccc1)N1CCN(Cc2ccc3c(c2)OCO3)CC1 | 0% | 0% | -5% |
| COc1ccc(OCCOCCOc2ccc(C)cc2[N+](=O)[O-])cc1 | -5% | -3% | 2% |
| O=C(O)CCC(=O)NNC(=O)COc1cccc(Cl)c1 | -4% | -6% | 6% |
| Cn1c(NC(=O)C[n+]2cc(-c3ccc(Cl)cc3)n3c2CCC3)cc(=O)n(C)c1=O | 0% | 0% | -18% |
| COC(=O)c1sc(N2C(=O)c3oc4ccc(C)cc4c(=O)c3C2c2ccc(OC)cc2)nc1C (stereo not drawn) | -3% | -18% | . |
| N/N=C(\c1ccccc1)C12CN3CN(CN(C3)C1)C2 | -1% | -7% | ? |
| O=C(COC(=O)c1ccc(O)cc1O)c1ccc2c(c1)OCO2 | -3% | 7% | 0% |
| COCCN(C(=O)CSCc1ccc(C)cc1)c1c(N)n(CC(C)C)c(=O)[nH]c1=O | -1% | -8% | . |
| CCN(CC)CCN(C(=O)Cn1nnc(-c2ccc(C)o2)n1)C(C(=O)NC1CCCC1)c1ccc(F)cc1 (stereo not drawn) | -7% | 6% | -14% |
| COC(=O)c1ccccc1NS(=O)(=O)c1ccc(NC(C)=O)cc1 | -2% | 46%[activator] | 10% |
| CCN(CC)CCNC1=NCCn2c1cc1cc(OC)ccc12 | -6% | -3% | 1% |
| COc1ccc(CNC(=O)COC(=O)CCC2CCCCC2)cc1 | -2% | -13% | 3% |
| O=C(NC(=S)NNC(=O)c1ccco1)c1ccc(F)cc1 | -13% | 5% | 3% |
| CC(C)(C)C(=O)CSc1ncccn1 | -3% | -18% | -4% |
| CNC(=O)c1ccc(Nc2nc(-c3ccccc3)nc3ccccc23)cc1 | -19% | -19% | -25% |
| O=C(CNC1CCCCCC1)Nc1ccc(N2CCCC2)cc1 | -3% | . | -21% |
| Cc1cc(C(=O)OCC(=O)Nc2ccccc2C#N)c(C)o1 | 1% | -1% | -11% |
| COc1cc(CC(=O)NCc2ccccn2)cc(OC)c1OC | -13% | -11% | 2% |
| CN(C)c1ncc2nc(CCc3ccccc3)c(=O)n(CCc3ccccc3)c2n1 | -10% | . | 13% |
| COC(=O)C(CC(=O)c1ccccc1)CC(=O)c1ccccc1 | -15% | 15% | -13% |
| COc1ccc(CC(=O)N2CCC(n3nccc3NC(=O)C3CC3)CC2)cc1 | 0% | -4% | -15% |
| CCOC(=O)C1=C(N)OC2=C(C(=O)CCC2)C1c1ccccc1OC (stereo not drawn) | 9% | -4% | 3% |
| O=C(CN1CCN(Cc2ccc(F)cc2)CC1)NCc1ccccc1 | -1% | ? | 6% |
| CCC(=O)Nc1nonc1-c1nc2ccccc2n1Cc1cccc2ccccc12 | -1% | 9% | 8% |
| O=C(c1ccc(Br)cc1)c1cc([N+](=O)[O-])ccc1N1CCOCC1 | -9% | -10% | 25% |
| O=C(O)CCn1c(-c2ccccc2)cc2c1CCCC2=O | -1% | 18% | 2% |
| COc1ccc(-c2nnc(CSc3nc4ccccc4c(=O)n3CC(C)C)o2)cc1OC | -26% | -7% | ? |

More structures follow:
| Molecule | KAT2A inh | FEN1 inh | N370S GC |
| --- | --- | --- | --- |
| O=C(Cc1ccc(Cl)cc1)NC1CCCCCC1 | -1% | 3% | 1% |
| CC(=O)OC(COc1ccccc1)Cn1cnc2ccccc21 (stereo not drawn) | 2% | 11% | 2% |
| Cc1cc(C)cc(NC(=S)NCCSc2ccc(Cl)cc2)c1 | -1% | -17% | ? |
| Cc1ccc(NC(=O)C2(N3CCC3=O)CCCCC2)cc1 | 1% | 5% | 2% |
| Cc1ccc(NC(=O)c2sc3nc4n(c(=O)c3c2C)CCCCC4)c(Br)c1 | -1% | -1% | . |
| COc1ccc(NS(=O)(=O)c2cccc(C(=O)NCc3cccnc3)c2)cc1 | 2% | 5% | -1% |
| Cc1ccc(N=CNc2ccc(C)cc2C)c(C)c1 | -4% | 7% | -5% |
| CC(C)C(NC(=O)c1ccco1)C(=O)OCC(=O)Nc1ccc(C(N)=O)cc1 (stereo not drawn) | -15% | 1% | -2% |
| COc1ccccc1-n1c(-c2cc(-c3ccc(F)cc3)n[nH]2)n[nH]c1=S | -4% | 2% | ? |
| C=C(C)Cn1c(=O)c2c(nc3n2CCN3c2ccc(F)cc2)n(C)c1=O | -8% | 3% | . |

(more compounds)
Molecule,KAT2A inh,FEN1 inh,N370S GC
Cc1cc(C)c(C)c(C(=O)C2OC(=O)C(C)(C)C(=O)C2(C)C)c1C (stereo not drawn),-4%,-8%,-11%
CCOC(=O)CSc1nnc(C)n1N,-4%,-5%,-21%
O=C(c1cc(-c2ccco2)nc2ccccc12)N(Cc1nnc(-c2ccc(Cl)cc2)o1)C1CC1,-13%,-16%,?
CCOC(=O)c1c(C)nc2sc3c(=O)n(-c4ccc(C(C)=O)cc4)nnc3c2c1-c1ccc(OC)cc1,-1%,-8%,-8%
O=C(NC(=O)N1CCCCCC1)c1ccc(Cl)cc1,-1%,1%,-7%
O=C(C1CCN(S(=O)(=O)c2ccccc2)CC1)N1CCN(Cc2ccc3c(c2)OCO3)CC1,-8%,-1%,-20%
COc1ccc(OCC(=O)OCC(=O)Nc2ccc(S(=O)(=O)N3CCCCC3)cc2)cc1,-4%,-13%,1%
Cc1ccc(C)n1-c1cc([N+](=O)[O-])ccc1-n1ccnc1,-1%,-3%,13%
O=C(Nc1ccccc1C(=O)OCc1nnc(-c2ccccc2)o1)c1ccco1,-12%,-19%,-3%[2.35 µM]
CCOc1ccc(Nc2ncnc(N)n2)cc1,1%,-9%,5%
CCSc1nc(-c2ccccc2)cc(=O)[nH]1,-1%,-9%,.
O=C(Nc1nnc(C2CC(=O)N(c3ccc(Cl)cc3)C2)s1)c1ccco1 (stereo not drawn),-4%,3%,.
CCOC(=O)[C@@H]1[C@H]2COc3cc(OC)ccc3[C@@H]2N2C(=O)N(c3cccc(Cl)c3)C(=O)[C@@]12C,-11%,-22%,2%
CN1CCN(S(=O)(=O)c2ccc(Oc3cccc(C(F)(F)F)c3)nc2)CC1,-7%,1%,-14%
O=C(CSc1nncn1-c1ccccc1)Nc1cc(F)ccc1F,-6%,-27%,-5%
COc1cccc(-c2ccc3ncnc(NCc4ccccc4OC)c3c2)c1,?,.,9%
O=C(COc1ccccc1)Nc1c(C(=O)N2CCN(c3ccc(F)cc3)CC2)oc2ccccc12,-10%,1%,.
C/C(=N\NC(=O)c1cc2c(s1)CCC(C)C2)c1ccncc1 (stereo not drawn),-3%,50%[activator],13%

High-throughput results (PubChem BioAssay)
